ROC1-CUL1 inh: blocks human RBX1-Cullin-1 di-ubiquitin formation | P62877+Q13616 | in vitro K48 di-Ub FRET, acceptor:donor ratio, 45 min | inhibition, % at 10 µM | 0.6% of 140,000 active | AID 1347404; in the data active means inhibition above about 25%
Target sequence (P62877 whole entry, looked up): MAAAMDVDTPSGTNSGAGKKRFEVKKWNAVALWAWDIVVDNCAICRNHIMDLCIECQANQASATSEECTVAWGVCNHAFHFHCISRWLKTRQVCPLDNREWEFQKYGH
Target sequence (Q13616 whole entry, looked up): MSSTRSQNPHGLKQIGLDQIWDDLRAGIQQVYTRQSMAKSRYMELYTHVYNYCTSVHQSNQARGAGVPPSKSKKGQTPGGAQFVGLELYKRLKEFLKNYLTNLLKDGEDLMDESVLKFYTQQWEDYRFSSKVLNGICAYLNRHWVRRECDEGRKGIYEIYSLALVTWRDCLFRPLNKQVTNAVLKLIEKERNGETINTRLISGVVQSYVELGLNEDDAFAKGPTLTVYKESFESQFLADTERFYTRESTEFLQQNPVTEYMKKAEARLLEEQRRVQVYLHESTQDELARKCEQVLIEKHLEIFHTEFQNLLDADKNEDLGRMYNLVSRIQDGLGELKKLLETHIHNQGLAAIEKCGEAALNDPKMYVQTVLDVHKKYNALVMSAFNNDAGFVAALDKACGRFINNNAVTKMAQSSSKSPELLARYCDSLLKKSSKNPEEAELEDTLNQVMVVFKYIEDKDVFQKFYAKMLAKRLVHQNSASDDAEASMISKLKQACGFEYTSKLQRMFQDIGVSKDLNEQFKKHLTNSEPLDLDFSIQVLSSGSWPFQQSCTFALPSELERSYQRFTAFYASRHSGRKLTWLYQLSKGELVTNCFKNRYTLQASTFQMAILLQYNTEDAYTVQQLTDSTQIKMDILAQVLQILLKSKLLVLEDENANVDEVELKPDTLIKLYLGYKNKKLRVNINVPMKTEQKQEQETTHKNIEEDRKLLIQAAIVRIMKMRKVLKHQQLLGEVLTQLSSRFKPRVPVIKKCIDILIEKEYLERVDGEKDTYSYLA
Numbers without * were called inactive. Some of the compounds tested, so the mix of outcomes need not match the whole.

SMILES	ROC1-CUL1 inh
CCSc1cc(N2CCCC2)nc(-c2ccc(C)cc2)n1	3.7
N=C1N(/N=C/c2ccccc2)C(=Nc2ccccc2)C(=S)N1c1ccccc1	1.3
COc1ccccc1Cc1nc2ccccc2nc1SCC(=O)Nc1c(C)cccc1C	-11.0
COc1ccccc1N1CCN(C(=O)CN2C(=O)COc3ccc(S(=O)(=O)N4CCCCCC4)cc32)CC1	6.5
O=C1CSC(=O)N1Cc1c(Cl)cccc1Cl	3.4
CCOc1ccccc1N(CC(=O)NCc1ccncc1)S(=O)(=O)c1ccc(Cl)cc1	2.8
CCN(Cc1cnn(C)c1)c1ccc(-c2nc(CC(C)C)no2)cn1	6.7
CC(C)c1ccccc1NC(=O)COc1ccc(Br)cc1	-2.9
CCCc1nn2c(=O)cc(COC(=O)c3ccc(NC(=O)C4CCCCC4)cc3)nc2s1	-0.8
Cc1sc2[nH]c(=S)n(-c3ccc(Cl)cc3)c(=O)c2c1C	-1.3
Cc1c(C(=O)N(C)c2ccccc2)nnn1-c1cccc(Cl)c1	-9.4
Cc1ccccc1C1(CC(=O)N2CCN(CC(=O)NC(C)C)CC2)CC(=O)N(CCN(C)C)C1=O (stereo not given)	8.4
O=C(CSc1nnc(-c2ccncc2)n1C1CCCCC1)Nc1cc(Cl)cc(Cl)c1	18.4
COc1ccc(OC)c(S(=O)(=O)NCCS(=O)(=O)N2CCN(c3ccccc3)CC2)c1	3.1
O=C(Nc1ccc(O)c(-c2nc3ccccc3o2)c1)c1sc2ccccc2c1Cl	-7.6
Cc1ccc(-c2n[nH]c(=S)n2/N=C/c2ccccc2[N+](=O)[O-])cc1	-4.2
CCOC(=O)N1CCC(N2CCOC(Cc3ccccc3)C2)CC1 (stereo not given)	8.6
COCCN1CC(C(=O)NCC2CCN(Cc3ccccc3)CC2)CCC1=O (stereo not given)	6.5
Nc1ccc(S(=O)(=O)Nc2cc(Cl)cc(Cl)c2)cc1	2.1
COC(=O)c1ccccc1N=Cc1c(O)c(Br)cc2oc3c(c12)CCCC3	-0.8
COC(=O)c1ccsc1N=CC1C(=O)N(Cc2ccco2)C(=O)N(C(C)C)C1=O (stereo not given)	-2.0
Cc1onc(-c2c(Cl)cccc2Cl)c1C(=O)N1CCN(c2cccc(Cl)c2)CC1	8.9
Cc1ccc(C)c(OCC(=O)Nc2ncccn2)c1	-10.0
Cc1cc2[nH]c(=O)c(=O)[nH]c2cc1C	0.4
Cc1cc(=S)oc2ccccc12	-0.5
CC(=O)c1ccccc1-c1ccc2c(c1)CC(CNC(=O)Cc1cccc(F)c1)O2 (stereo not given)	-4.7
Nc1ccccc1C(=O)NCCCN1CCN(Cc2ccccc2)CC1	-1.5
CCS(=O)(=O)c1ncc(CN2CCC[C@H]2CO)n1CCc1ccccc1	7.9
COc1ccc(S(=O)(=O)Nc2ccc(Cl)cc2)cc1OC	2.0
O=C(CCC(NC(=O)OCc1ccccc1)C(=O)NC(Cc1c[nH]c2c1CC=CC2)C(=O)Nc1ccccc1)Nc1ccccc1 (stereo not given)	-0.9
CNc1ccccc1C(=O)N1CCN(c2ccccc2)CC1	3.5
CCc1ccc(CNC(=O)C2CCCN(c3nn4cc(-c5ccc(F)cc5)nc4s3)C2)cc1 (stereo not given)	-9.2
Cc1ccc(Cl)cc1-n1c(=O)c2sc3ccccc3c2n(CC(=O)NC2CCCCC2)c1=O	5.3
CNC(=O)c1c(NC(=O)c2ccc(S(=O)(=O)N3CCCCC3C)cc2)sc2c1CCC2 (stereo not given)	-2.3
O=C(O)c1nc2c(=O)[nH]c(=O)[nH]c2[nH]c1=O	8.3
O=C1NN(c2cccc(Cl)c2)C(=O)/C1=C/c1ccccc1O	-0.9
COc1ccc(/C=C2\CCc3ccccc3C2=O)cc1Cn1nc(C)c(Br)c1C	5.5
COc1ccc(-c2cn3c(n2)sc2cc(C(=O)Nc4ccc(C)c(C)c4)ccc23)cc1	0.0
O=C(c1csc2c1CCCC2)N1CCN(c2ccccn2)CC1	3.1
C=CCn1c(SCC(=O)Nc2ccc(Cl)cc2)nnc1-c1csc2c1CCCC2	8.2

Reformatted bar-delimited: 6 of the compounds above.
compound | ROC1-CUL1 inh
COc1ccccc1N1CCN(C(=O)CN2C(=O)COc3ccc(S(=O)(=O)N4CCCCCC4)cc32)CC1 | 6.5
O=C(O)c1nc2c(=O)[nH]c(=O)[nH]c2[nH]c1=O | 8.3
CCSc1cc(N2CCCC2)nc(-c2ccc(C)cc2)n1 | 3.7
CNc1ccccc1C(=O)N1CCN(c2ccccc2)CC1 | 3.5
CCCc1nn2c(=O)cc(COC(=O)c3ccc(NC(=O)C4CCCCC4)cc3)nc2s1 | -0.8
COc1ccc(/C=C2\CCc3ccccc3C2=O)cc1Cn1nc(C)c(Br)c1C | 5.5

(list continues)
SMILES	ROC1-CUL1 inh
O=C1OC(C(O)c2cccc(Cl)c2Cl)c2ccccc21 (stereo not given)	-2.4
CC1=CC(C(F)(F)F)(C(F)(F)F)C(C#N)C(=N)N1c1ccc(S(=O)(=O)Nc2nccs2)cc1 (stereo not given)	-7.0
Cn1c(CC(=O)c2ccc(F)cc2)nccc1=O	2.7
CN1CCN(/N=C2\C(=O)Nc3ccccc32)CC1	2.0
C=CCn1c(NCc2ccc(N(CC)CC)cc2)nc2ccccc21	-2.1
Cc1ccc(S(=O)(=O)N(CCO)c2cc3c(s2)CCCC3)cc1	-3.5
O=C(O)CCC(=O)N1CCN(c2ccccn2)CC1	2.3
CC(=O)Nc1cccc(Nc2c3ccccc3nc3ccccc23)c1	-5.8
CN(C)Cc1ccc(CSCCNc2cc(C3CCNCC3)ncn2)o1	3.9
Cc1cccc(C(=O)N2CCC(C3(Cc4ccc(F)cc4)NC(=O)N(CC4CC4)C3=O)CC2)c1C (stereo not given)	-0.4

Gathered by group, the compounds so far containing a COOH group (2)
SMILES	ROC1-CUL1 inh
O=C(O)c1nc2c(=O)[nH]c(=O)[nH]c2[nH]c1=O	8.3
O=C(O)CCC(=O)N1CCN(c2ccccn2)CC1	2.3

(more compounds)
SMILES	ROC1-CUL1 inh
O=C(CN1C(=O)COc2ccc(S(=O)(=O)N3CCOCC3)cc21)N1CCN(c2ccccc2)CC1	1.9
CCOCC(=O)Nc1cccc(C(=O)Nc2cccc(C)c2)c1	5.7
CSc1ccc(CCNC(=O)CCc2c(C)nc3c(-c4ccccc4)c(C)nn3c2C)cc1	-3.1
CCOc1ccc(OCC)c(NC(=O)C2CCCN(S(=O)(=O)c3cc(Br)cc4c3N(C(=O)CC)CC4)C2)c1 (stereo not given)	0.4
COc1ccc(C(=O)Nc2ccc(C(=O)OCc3cc(=O)n4nc(C5CC5)sc4n3)cc2)cc1	-3.0
CCCOc1ccccc1N=c1ssc2c1-c1cc(OCC)ccc1NC2(C)C	-6.8
COc1ccc(CN2CCN(C3CCCC3)C(CCO)C2)c(F)c1 (stereo not given)	10.5
CCCC(C)NC(=O)c1ccc(CN2CCCCC2)cc1 (stereo not given)	4.2
C=CCn1c(SCC(=O)N2CCOCC2)nc2ccc(I)cc2c1=O	3.0
CC(=O)Nc1ccc(NC(=O)c2cn(C)nc2Br)cc1	-0.5
O=C(O)C1CCCN(S(=O)(=O)c2cccs2)C1 (stereo not given)	0.2
CC(C)OC(=O)C1=C(CSc2nc3c(cc2C#N)CCCCC3)OC(=N)C(C#N)C1c1ccncc1 (stereo not given)	1.7
COc1cccc(OCCSc2nc3ccccc3n2CC(=O)N2CCCCC2)c1	6.6
Cc1ncc(CN2CC[C@@H](N3CCN(c4ccccn4)CC3)[C@H](O)C2)cn1	1.6
CCOc1ccc2nc(N3CCCC3C(=O)NCc3ccc4c(c3)OCO4)nc(C)c2c1 (stereo not given)	-1.5
O=c1/c(=C\c2ccc(O)cc2)sc2n1C(c1ccccc1)C1=C(N=2)c2ccccc2CC1 (stereo not given)	-8.2
CC(=O)NC1=NN(C(C)=O)C(c2cccc([N+](=O)[O-])c2)S1 (stereo not given)	-1.2
CCOC(=O)c1c(C)oc2nc(C)nc(N(C)Cc3ccccc3)c12	-1.5
COc1cccc(C(=O)N2c3ncnn3C3(CCCCC3)[C@@H]3CCCC[C@@H]32)c1	-1.1
O=C(O)Cc1ccc(NC(=O)C(F)(F)F)cc1	1.8
Cc1ncc(CN2CCCC(C(=O)Nc3ccccc3Oc3cccnc3)C2)cn1 (stereo not given)	-7.5
O=C(COc1ccccc1-c1ccccc1)N/N=C/c1cc2c(cc1Cl)OCO2	2.3
Cc1ccc(NC(=O)Cn2ncn3c(cc4ccccc43)c2=O)cc1C	-1.2
Cc1ccc2[nH]c3c(=O)n(CC(=O)N(C)Cc4ccccc4)ncc3c2c1	-1.3
O=C(CSc1nc2ccccc2n1Cc1ccc(Cl)cc1)N/N=C\c1cccc(O)c1	8.6
COc1ccc(C(=O)Nc2cc(C)c(O)c(S(=O)(=O)c3ccc(OC)cc3)c2C(C)C)cc1	-4.2
Cc1cn2c3c(=O)n(Cc4c(F)cccc4Cl)c(=O)n(C)c3nc2n1CCCO	7.6
Cc1c(-c2n[nH]c(=S)n2-c2ccc(Br)cc2)nnn1-c1ccc(Cl)cc1	-2.3
CC(Oc1ccccc1Cl)C(=O)Nc1ccc(Cl)c(Cl)c1 (stereo not given)	0.1
CC(=O)c1c(O)ccc2ccc(=O)oc12	-0.8
O=C(NNC(=O)c1cc(-c2ccccc2)nc2ccccc12)c1ccc(Br)cc1	7.7
COc1ccc(S(=O)(=O)NCC(C)C)cc1C(=O)N1CCC(C)CC1	2.9
Nn1c(SCC(=O)Nc2ccc(Cl)cc2)nnc1C(F)(F)F	0.4
O=C(NCc1ccc(Cl)cc1)c1ccc2c(c1)N(Cc1ccccc1F)C(=O)c1ccccc1S2=O (stereo not given)	-2.9
O=C(Nc1ccc(Cl)c(Cl)c1)n1c(-c2ccccc2)nc2ccccc21	3.6
CCC(=O)N[C@@H]1c2ccccc2C2(CCN(C(=O)CCC(=O)OC)CC2)[C@H]1OCc1cccnc1	-0.3
COCCOC1CCN(C(=O)c2ccc3nc(Cc4ccccc4F)oc3c2)CC1	-5.7
CN(C(=O)CSc1nc2ccccc2n1CC(=O)N(C)C1CCCCC1)c1ccccc1	-8.1
COc1ccc(C)cc1NC(=O)C1CCN(S(=O)(=O)N(C)C)CC1	-6.2
CC(C)CCSc1nnc(Cc2ccccc2)c(=O)[nH]1	3.7
CC(=O)NCc1cc(=O)[nH]c(Cc2cccc(Cl)c2)n1	-5.5
CCOc1ccc(C(=O)Oc2c(Br)c(OCC)cc(OCC)c2C(C)=O)cc1	7.3
CC(=O)N1CCCc2cc(S(=O)(=O)N3CCC(C(=O)NC4CCC(C)CC4)CC3)ccc21 (stereo not given)	-5.6
O=C(CC1C(=O)NCCN1Cc1c(F)cccc1Cl)NCCCn1cccn1 (stereo not given)	-8.6
Cc1ccc2nc(-c3ccc(NC(=O)c4ccc([N+](=O)[O-])cc4Cl)cc3)sc2c1	-3.1
Cc1nc(CCC(=O)N2CCCC2c2ccc(C(=O)NC3CCC3)s2)n[nH]1 (stereo not given)	-2.3
O=C(NC1CCCCC1)ON1C(=O)CCC1=O	-1.7
CC(=O)c1nn(-c2ccccc2)c(-c2ccc(C)cc2)c1C#N	6.4
O=C1NCCN(Cc2ccccc2)C1CC(=O)N1CCSCC1 (stereo not given)	5.5
CCOc1ccc(Br)cc1CNc1ccc(C)cc1C	-0.2

Quoted at random: 3 entries already listed, in no set order.
SMILES	ROC1-CUL1 inh
Cc1ccc(C)c(OCC(=O)Nc2ncccn2)c1	-10.0
CCCc1nn2c(=O)cc(COC(=O)c3ccc(NC(=O)C4CCCCC4)cc3)nc2s1	-0.8
CCOc1ccc2nc(N3CCCC3C(=O)NCc3ccc4c(c3)OCO4)nc(C)c2c1 (stereo not given)	-1.5

(list continues)
SMILES	ROC1-CUL1 inh
Cc1oc2ncn(C)c(=O)c2c1C(=O)Nc1ccccn1	-11.3
CCc1cccc(CC)c1NC(=O)CSc1nnc(N)s1	6.4
Cc1ccc(C2CC(=O)C(C=NCCN3CCN(C(=O)C(C)C)CC3)C(=O)C2)cc1 (stereo not given)	9.8
COc1ccc(C)cc1NC(=O)COCc1cc(-c2cccs2)on1	-3.8
CCC(Cn1nnc2ccccc2c1=O)NC(=O)Nc1ccccc1OC (stereo not given)	0.5
CC(CN1C(C)CCCC1C)OC(=O)c1ccccc1Cl (stereo not given)	-7.6
Cc1ccc(CNC(=O)C(C(C)C)N2Cc3ccccc3C2=O)cc1 (stereo not given)	-4.7
COc1ccc(NC(=O)c2sc3nc4c(cc3c2N)CCCCC4)cc1OC	3.6
CCCc1nn(C)c(C(=O)Nc2ccc(C#N)cc2)c1Cl	4.1
CC(=O)Oc1ccc(OC(C)=O)c(-c2ccccc2)c1	1.4
O=C(Nc1nnc(CCc2ccccc2)s1)N1CCc2ccccc2C1	-2.5
O=C(NCCN1CCOCC1)c1cnc2sc3c(n2c1=O)CCCC3	4.7
O=C1CC[C@H](NC(=O)Cc2ccc(Br)cc2)C(=O)N1	7.4
COc1cc(-c2nnc(SCC(=O)NC(C)C)o2)cc(OC)c1OC	-4.1
COCC(=O)N1CCC(Oc2ccc(C(=O)NCCc3cccnc3)cc2)CC1	-1.3
CCCc1[nH]nc2c1C(c1ccc(OCc3ccccc3F)c(OCC)c1)C(C#N)C(=N)O2 (stereo not given)	7.3
CCCn1c(=O)c2c(nc3n2CCCN3c2cccc(OC)c2)n(C)c1=O	4.1
Cc1ccc(C2Nc3cc(NC(=O)c4cccnc4Cl)ccc3O2)cc1C (stereo not given)	6.0
Cc1ccc(NC(=O)c2c(C)oc3ccc(O)c(CN4CCCCCC4)c23)cc1	0.8
Cc1nc(-c2ccncc2)ncc1C(C)NCc1ccc2c(c1)OCCO2 (stereo not given)	-6.0
NCC1CCN(c2cnn(Cc3cscn3)c(=O)c2)C1 (stereo not given)	-5.6
Cc1cccc(C(=O)N2CCN(S(=O)(=O)c3cccs3)CC2)c1	-1.3
Cc1ccc(CN2C(=O)C3(SCC(=O)N3c3ccc(C)c(C)c3)c3ccccc32)cc1 (stereo not given)	-4.9
COC(=O)c1ccc(NC(=O)CCc2c(C)nn(-c3ccc(N4CCOCC4)nn3)c2C)cc1	3.6
C(=C\c1cccs1)/c1ccnnc1	-4.1
CCCC1=Nc2ncnn2C(c2ccccc2C(F)(F)F)C1C(=O)OCC (stereo not given)	2.6
CC1=NN(Cc2ccccc2F)c2nc3c(c(=O)n(C)c(=O)n3C)n2C1	5.8
COc1ccc(NC(=O)Cn2c(C)c3cnn(-c4ccccc4)c(=O)c3c2C)c(OC)c1	-3.9

High-throughput results: PubChem, Icahn School of Medicine at Mount Sinai
